# High-throughput results (PubChem BioAssay)
# POLB inh = qHTS Assay for Inhibitors of DNA Polymerase Beta; P06746; Pol beta primer extension/strand displacement, fluorescence kinetic; Potency, µM (series often up to 114 µM), for inactives: at the highest dose activity change, negative = inhibition, hits mostly inhibitors; AID 485314, 2010; actives 1.3% (n = 340,000); also: % is scaled to controls: 0 for no effect and ±100 for the full control effect
#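 Curves were derived by four-parameter Hill fits of normalized qHTS data. The kinetic fluorescent primer-extension read was taken at 0 and 10 min after 50 nM substrate, following a 15 min room-temperature preincubation of 10 nM enzyme with compounds.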
# POLH inh = qHTS for Inhibitors of Polymerase Eta | DNA polymerase eta (Homo sapiens), Q9Y253 | recombinant Pol eta, fluorescent DNA replication assay | Potency, µM (doses to about 114 µM), inactives show at the highest dose activity change, negative = inhibition, most hits filed as inhibitors | actives 1.2% (n = 390,000) | AID 588591, 2011; also: % is scaled to controls: 0 for no effect and ±100 for the full control effect
#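 Pol eta at 10 nM preincubated with compounds 15 min at room temperature; reaction started with fluorescent substrate (50 nM final) and read kinetically at 0 and 10 min.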
# APEX1 inh = qHTS Assay for Inhibitors of the Human Apurinic/apyrimidinic Endonuclease 1 (APE1); DNA repair nuclease/redox regulator APEX1 (Homo sapiens), P27695; recombinant APE1, TAMRA/BHQ-2 abasic DNA cleavage fluorescence; Potency, µM (doses to about 65.8 µM), for inactives: at the highest dose activity change, negative = inhibition, hits mostly inhibitors; actives 0.35% (n = 350,000); AID 2517, 2012;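 also: plate controls were vehicle for no effect and reference inhibitor for full effect; nearly all actives have a fitted effect of over 55% in size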
#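 0.75 nM APE1 + cpd, 15 min RT; start w/ 50 nM TAMRA/BHQ-2 THF-abasic dsDNA; kinetic fluor 525/598 nm ×3 reads @60 s; Δ(read3−read1); normalized to DMSO and NSC13755 control wells.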
# BAZ2B block = qHTS Assay for Inhibitors of BAZ2B. Bromodomain adjacent to zinc finger domain protein 2B (Homo sapiens), Q9UIF8. AlphaScreen BAZ2B-H3K14Ac peptide displacement. Potency, µM (top dose mostly 114 µM), for the others: at the top dose activity change, negative = inhibition, actives largely listed as inhibitors. actives 4.4% (n = 360,000). AID 504333, 2011; also: % is scaled to controls: 0 for no effect and ±100 for the full control effect; nearly all actives have a fitted effect of over 60% in size
#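 In this displacement format the biotinylated H3(5-23) peptide acetylated at Lys14 serves as ligand at 50 nM, with BAZ2B at 50 nM in PBS pH 7.4 containing 0.01% Tween-20. Donor and acceptor beads are 10 ug/mL final.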
# BLM helicase inh = qHTS Assay for Inhibitors of Bloom's syndrome helicase (BLM) | recombinant BLM DNA unwinding, fluorescence dequenching | RecQ-like DNA helicase BLM (Homo sapiens), P54132 | actives 0.2% (n = 350,000) | Potency, µM (titrated, usually from 56.1 µM), for the others: at the highest dose activity change, negative = inhibition, hits mostly inhibitors;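 also: plate controls were vehicle for no effect and no enzyme for full effect; nearly all actives have a fitted effect of over 35% in size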
# G9a block = qHTS Assay for Inhibitors of Histone Lysine Methyltransferase G9a. Histone-lysine N-methyltransferase EHMT2 (Homo sapiens), Q96KQ7. G9a H3K9 monomethylation, AlphaScreen, 2 h. Potency, µM (doses to about 102 µM), inactives show top-dose activity, negative = inhibition, actives largely listed as inhibitors. actives 8.8% (n = 350,000). AID 504332, 2011; also: % is scaled to controls: 0 for no effect and ±100 for the full control effect; nearly all actives have a fitted effect of over 75% in size
#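 Enzyme 20 nM + cpd, 15 min RT; add b-H3K9 pep 500 nM / SAM 20 uM; 2 h RT; anti-H3K9me1 Ab 0.5 ug/mL + SA donor / anti-rabbit acceptor beads 20 ug/mL each, 10 min; AlphaScreen read.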
# POLI inh = qHTS for Inhibitors of Polymerase Iota. Potency, µM (doses to about 115 µM), for inactives: at the highest dose activity, negative = inhibition, hits mostly inhibitors. actives 1% (n = 390,000). Pol iota fluorescent replication assay, 10 min
#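 Pol iota at 10 nM preincubated 15 min with compounds at room temperature; reaction started with fluorescent substrate, 50 nM final. Fluorescence read kinetically at 0 and 10 min; buffer-only wells as negative control.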
# Apoferritin bind = qHTS Assay for Identification of Novel General Anesthetics; Potency, µM (highest dose often 77.5 µM), for inactives: at the highest dose activity change, negative = displacement, most hits filed as inhibitors; Ferritin light chain (Equus caballus), P02791; actives 0.074% (n = 350,000); apoferritin/1-aminoanthracene competitive binding, fluorescence; also: % is scaled to controls: 0 for no effect and ±100 for the full control effect; nearly all actives have a fitted effect of over 20% in size
# Target sequence (P02791 2-175 limits assumed): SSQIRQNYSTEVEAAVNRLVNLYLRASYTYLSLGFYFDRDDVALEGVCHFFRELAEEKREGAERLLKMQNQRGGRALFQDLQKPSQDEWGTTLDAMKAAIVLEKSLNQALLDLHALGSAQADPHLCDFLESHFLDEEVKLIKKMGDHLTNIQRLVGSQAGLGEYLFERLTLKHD
#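 Horse-spleen apoferritin (10 uM) in 50% saturated 1-aminoanthracene in PBS was incubated 10 min at room temperature with compound. Fluorescence (ex 380, em 535 nm) was normalized to free and bound 1-AMA, with concentration-response fitted by a four-parameter Hill equation.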
# Pol kappa inh = qHTS for Inhibitors of Polymerase Kappa; purified Pol kappa, fluorescent DNA synthesis assay, 10 min; actives 0.53% (n = 400,000); DNA polymerase kappa (Homo sapiens), Q9UBT6; Potency, µM (titrated, usually from 107 µM), for the others: top-dose activity, negative = inhibition, actives largely listed as inhibitors; also: % is scaled to controls: 0 for no effect and ±100 for the full control effect
# Target sequence (Q9UBT6 whole entry, looked up): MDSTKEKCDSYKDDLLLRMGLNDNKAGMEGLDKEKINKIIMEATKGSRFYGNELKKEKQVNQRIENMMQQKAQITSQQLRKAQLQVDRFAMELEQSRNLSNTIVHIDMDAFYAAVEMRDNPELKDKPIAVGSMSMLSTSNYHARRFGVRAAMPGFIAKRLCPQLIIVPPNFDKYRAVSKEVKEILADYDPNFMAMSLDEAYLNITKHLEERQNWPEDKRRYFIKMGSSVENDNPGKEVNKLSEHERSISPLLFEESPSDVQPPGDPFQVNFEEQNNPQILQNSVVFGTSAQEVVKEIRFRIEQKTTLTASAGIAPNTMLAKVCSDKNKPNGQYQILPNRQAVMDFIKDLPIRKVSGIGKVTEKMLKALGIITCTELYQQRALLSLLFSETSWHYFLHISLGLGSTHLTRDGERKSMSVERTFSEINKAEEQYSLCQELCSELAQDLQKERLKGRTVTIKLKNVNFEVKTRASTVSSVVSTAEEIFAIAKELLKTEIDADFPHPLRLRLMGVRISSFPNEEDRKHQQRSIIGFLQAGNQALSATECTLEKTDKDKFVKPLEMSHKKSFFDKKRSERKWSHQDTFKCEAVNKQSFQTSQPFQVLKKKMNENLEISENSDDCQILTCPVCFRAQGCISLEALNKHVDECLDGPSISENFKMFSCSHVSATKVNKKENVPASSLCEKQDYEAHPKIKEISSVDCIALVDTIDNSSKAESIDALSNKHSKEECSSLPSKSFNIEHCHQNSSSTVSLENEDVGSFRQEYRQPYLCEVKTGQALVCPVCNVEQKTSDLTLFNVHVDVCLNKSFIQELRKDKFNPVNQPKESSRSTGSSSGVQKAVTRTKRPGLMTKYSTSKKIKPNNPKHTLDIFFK
#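 10 nM Pol kappa was preincubated with compounds for 15 min at room temperature. Reaction started with 50 nM (final) substrate. Fluorescence read kinetically at 0 and 10 min.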
# An asterisk follows results filed as active; u = inconclusive; x = not tested or not shown; & = joins results of further samples; [ ] = another dose, or the depositor's remark. Calls follow the shape of the dose curve; as a rule, active = well fitted curve in the direction sought with a large enough effect; inconclusive = small, poorly fitted or top-dose-only effect, or another doubt; inactive = no such curve, though single readings can be large; an effect the other way counts as inactive or inconclusive. Potency is read from the fitted curve at half-maximal effect. A portion of the library; rates above refer to the full screens.
# Order of values – POLB inh	POLH inh	APEX1 inh	BAZ2B block	BLM helicase inh	G9a block	POLI inh	Apoferritin bind	Pol kappa inh
Nn1c(SCc2cc([N+](=O)[O-])cc3c2OCOC3)nnc1-c1cccnc1
  -1%	-18%	-1%	-4%	2%	-38%	58%[activator]	3%	5%
CCOC(=O)c1c(C)oc2nc(C)nc(NCC3CCN(Cc4cccc(Cl)c4)CC3)c12
  -3%	-10%	x	1%[57.1 µM]	-2%	0%[59 µM]	-8%	1%	-13%
CC1=CC(C)(C)N2C(=O)C3(C(C#N)=C(N)OC4=C3C(=O)CC(C)(C)C4)c3cccc1c32 (stereo unspecified)
  15%	x	6%	6%	-4%	-6%[59 µM]	x	-6%	x
CN(CC(=O)N1CCCC1)S(=O)(=O)c1ccc2ccccc2c1
  -1%	-6%	1%	-2%	-1%	9%	-8%	-10%	-21%
CC1(C)CC(=O)C2=C(C1)Nc1ccccc1NC2c1ccc2c(c1)OCO2 (stereo unspecified)
  29%	-18%	-6%	x	-3%	0%[59 µM]	-5%	-12%	2%
CCOc1ccccc1NC(=O)N1CCN(Cc2cc(=O)n3nc(-c4ccc(C)cc4)sc3n2)CC1
  41%[activator]	-12%	x	6%	-1%	19%[59 µM]	-2%	-2%	-9%[60.1 µM]
Brc1ccc(-c2ccc(CNCCSc3nnnn3-c3ccccc3)o2)cc1
  12%	-19%	x	20µM*	-3%	16µM*	6%	71%[activator]	0%
CCOc1ccc(S(=O)(=O)N2CCCCC2)cc1NC(=O)CN1CCCC1c1cccs1 (stereo unspecified)
  x	-8%	-8%	7%	x	20%[2.33 µM]	u	x	-2%
Cc1ncc(CO)c2c1Oc1nc(-c3ccccc3)nc(SCC(=O)Nc3cccc(O)c3)c1C2
  3%	u	-23%	-18%	-21%	1%	u	u	-17%
CCOC(=O)c1cc(CC)sc1NC(=O)COC(=O)c1ccccn1
  x	-12%	4%	u	x	u	25%	x	1%
CN(Cc1ccon1)C(=O)CC1C(=O)NCCN1Cc1ccc(F)c(F)c1 (stereo unspecified)
  6%	0%	0%	-1%	-9%	x	11%	-4%	-6%
Cc1cccc(NCCC(=O)c2ccc(Br)cc2)c1
  13%	2%	-7%	u	-6%	-35%	23%	u	2%
COc1nonc1NC(=O)CSc1nc2ccccc2[nH]1
  51%	-18%	20%	0%	-3%	u	8%	-21%	-7%
Nc1c(N)c2ccccc2oc1=O
  2%	-13%	17%	u	-4%	u	35%[activator]	-12%	3%
CCN1C(=O)N[C@@H](c2ccc(Br)cc2)C(C(=O)OC)=C1C
  14%	-8%	6%&1%	14%	-4%&-2%	27%	27%	-5%	-18%
N#CCSc1nnc(SCC#N)s1
  u	20µM*	u	u	-16%	-9%[59 µM]	u	-5%	u
CCN(CC)CCCNC(=O)c1cc(-c2cccc(Cl)c2)on1
  12%	2%	-5%	-2%	0%	-3%	20%	-22%	-12%
COc1ccc(-c2cc(C)nc3c(-c4ccc(OC)c(OC)c4)c(C)nn23)cc1
  0%	-17%	x	20µM*	-10%	14µM*	-5%	-9%	-12%
CCOc1ccc(Nc2ccc(S(=O)(=O)N3CCN(C)CC3)cc2[N+](=O)[O-])cc1OCC
  x	-3%	-5%	u	x	14%[12.7 µM]	2%	x	1%
CC(=O)c1ccc(S(=O)(=O)N(CC(=O)NC2CC2)Cc2ccc(F)cc2)cc1
  x	-20%	27%	-3%	x	u	-26%	x	2%
O=c1[nH]c(=S)[nH]c2c1C(c1ccc(Br)cc1)c1c([nH]c(=S)[nH]c1=O)O2
  13µM*	2.2µM*	11%	22µM*	-20%	1.6µM*	1µM*	1%	4µM*
CC1=C(C(=O)Nc2ccccc2F)C(c2ccsc2)C2=C(CC(c3ccccc3)CC2=O)N1 (stereo unspecified)
  6%	-21%	-4%	11%	-11%	5%	-18%	81%[activator]	-16%
O=C(Nc1ccc(Cc2ccncc2)cc1)C1CC1
  1%	11%	4%	3%	-17%	7%[59 µM]	-1%	-2%	-1%
COc1cccc(CN2CCN(C(=O)c3cc(-c4cccnc4)nc4ccc(C)cc34)CC2)c1
  29%	-23%	16%	u	-8%	19%[59 µM]	132%[activator]	-20%	-10%
Cc1ccc(C(=O)Cn2c(=N)n(N)c3ccccc32)cc1
  26%	-22%	-1%	-5%	-7%	x	36%[activator]	-16%	0%
O=C1CCC(C(=O)Nc2cc(C(F)(F)F)ccc2-n2cncn2)=NN1
  18%	-2%	-6%	-1%	0%	x	-20%	-4%	-5%
CC(/C=C/c1ccccc1)=N/NC(=O)c1nc2nc(C)cc(C)n2n1
  -21%	-12%	-5%	-3%	-2%	11%	22%	-2%	0%
CC(C)Oc1ccc(S(=O)(=O)N2CCOCC2)cc1NC(=O)C1CCCC1
  x	-12%	25%	9%	x	-4%[59 µM]	2%	x	1%
NNC(=O)c1cccnc1Oc1ccccc1
  4%	-9%	11%	-13%	-11%	x	-2%	-9%	1%
Oc1ccc(Br)cc1-c1nc2cnccn2c1NC1CCCCC1
  1%	-22%	-6%	u	-10%	-2%[59 µM]	27%	107%[activator]	-15%
Cc1c(C(=O)NCc2ccccc2)cnn1-c1ccccc1
  -2%	4%	5%	3%	-2%	0%[59 µM]	-1%	-6%	-9%
COCCOC(=O)c1[nH]c2c(c1C)C(=O)CC(c1ccc(OC)cc1)C2 (stereo unspecified)
  -14%	6%	34%	-14%	-5%	24%	10%	0%	3%
COc1cccc(-c2nc3n(n2)C(c2ccc4c(c2)OCO4)C(C(N)=O)=C(C)N3)c1 (stereo unspecified)
  u	0%	2%	1%	-1%	-17%[2.33 µM]	2%	-4%	-8%
CN1CC(=O)N(CC(=O)NCCc2ccc(F)cc2)c2ccccc2C1=O
  23%	-11%	12%	-3%	2%	1%[12.7 µM]	32%[activator]	1%	-3%
CCc1cc(CNC(=O)c2ccc(OC)c(OC3CCN(C(C)C)CC3)c2)on1
  28%	-2%	29%	-2%	-3%	16%	10%	-3%	-3%
Cc1ccc(S(=O)(=O)NCCCCCC(=O)Nc2nccs2)cc1
  3%	3%	4%	79µM*	-5%	11µM*	3%	u	-18%
O=C(O)c1ccc(Cn2cc(/C=C\[N+](=O)[O-])c3ccccc32)o1
  u	22µM*	29%	u	-7%	40µM*	8.9µM*	-16%	u
COc1ccc(OCC(=O)Nc2ccc(O)c(-c3nc4ccccc4s3)c2)cc1
  27%	0%	x	4%	-9%	1%[59 µM]	-14%	183%[activator]	-5%
CC1(C)NC(=O)N(CC(=O)OCC(=O)c2ccc(F)cc2)C1=O
  x	-15%	31%[activator]	1%	x	u	31%[activator]	x	1%
Cn1c(N)c(C(=O)Nc2ccc3ccccc3c2)sc1=S
  1%	-2%	9%	0%	-6%	7.1µM*	19%	-2%	-7%
CCC(C)(C#CCN1CCCCC1)OC(C)=O (stereo unspecified)
  1%	-17%	3%	-7%	-5%	-13%	50%[activator]	-3%	-2%
CNc1ccccc1NC(=O)C1CCCN1C(=O)OCc1ccccc1 (stereo unspecified)
  8%	1%	-14%	-35%	0%	x	5%	-11%	-13%
CCCC12CN3CC(C)(CN(C1)C3c1ccc(OC)cc1)C2=O (stereo unspecified)
  2%	-22%	2%	0%	0%	-8%	-10%	-14%	-5%
CSCCC(NC(=O)OC(C)(C)C)C(=O)NC(CC(C)C)C(N)=O (stereo unspecified)
  15%	-12%	-6%	-3%	-2%	9%[59 µM]	-1%	3%	-10%
CCN(CC)c1ccc(N=Cc2ccccc2[N+](=O)[O-])cc1
  -1%	-13%	-1%	3.2µM*	-9%	8.9µM*	u	-22%	-18%
COc1cccc(NC(=O)NNC(=O)COc2ccc3ccccc3c2)c1
  -24%	0%	5%	-3%	-7%	x	-14%	2%	-21%
COCc1ccc(C(=O)N2CCc3c([nH]c4ccccc34)C2c2ccccn2)s1 (stereo unspecified)
  0%	-7%	1%	35µM*	-9%	32µM*	117%[activator]	-11%	-5%
Cc1cccc(C)c1N1CCN(C(=O)Nc2ccc3c(c2)OCCO3)CC1
  13%	-4%	-6%	u	-11%	-10%	6%	-10%	3%
COc1ccc(-c2nn(CCC#N)cc2C(=O)Nc2cccc(C(=O)O)c2)cc1OC
  24%	-19%	-6%	0%	-1%	u	28%	1%	-4%
COC(=O)Cn1c(SCCOc2ccccc2OC)nc2ccccc21
  0%	-13%	x	-1%	-1%	-32%[59 µM]	1%	-10%	10%
Cc1ccc(/C=N/N2CCN(c3ccc(Cl)cc3)CC2)o1
  1%	5%	-3%	u	-5%	17%[0.501 µM]	0%	-7%	-2%

# POLI inh, what is marked active above.
compound | POLH inh | BAZ2B block | BLM helicase inh | G9a block | POLI inh | Pol kappa inh
O=c1[nH]c(=S)[nH]c2c1C(c1ccc(Br)cc1)c1c([nH]c(=S)[nH]c1=O)O2 | 2.2µM* | 22µM* | -20% | 1.6µM* | 1µM* | 4µM*
O=C(O)c1ccc(Cn2cc(/C=C\[N+](=O)[O-])c3ccccc32)o1 | 22µM* | u | -7% | 40µM* | 8.9µM* | u

# Part of the list above, reformatted.
compound	POLB inh	POLH inh	APEX1 inh	BAZ2B block	BLM helicase inh	G9a block	POLI inh	Apoferritin bind	Pol kappa inh
COC(=O)Cn1c(SCCOc2ccccc2OC)nc2ccccc21	0%	-13%	x	-1%	-1%	-32%[59 µM]	1%	-10%	10%
Cc1ccc(/C=N/N2CCN(c3ccc(Cl)cc3)CC2)o1	1%	5%	-3%	u	-5%	17%[0.501 µM]	0%	-7%	-2%
